# Screening results from PubChem.
# S1P4 ag: S1P4 receptor agonists, primary screen, cell-based; Sphingosine 1-phosphate receptor 4 (Homo sapiens), O95977; S1P4-expressing cell line, agonist reporter assay; 0.35% of 220,000 active; activation, % at 4.98 µM; AID 1509, 2009; in the data active means activation above about 11%;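 further: 0% = DMSO vehicle and 100% = reference agonist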
# CHOP inhibitor: inhibitors of CHOP promoter induction, primary screen, cell-based, unfolded protein response, luciferase reporter; CHO-K1 CHOP-promoter luciferase, tunicamycin-induced, 15-18 h; inhibition, % at 10 µM; 3.8% of 220,000 active;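 active means compounds that reduced the stress-induced luciferase reporter signal by more than about 70% of percent inhibition, limit read from the data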;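 further: 0% = tunicamycin plus vehicle and 100% = wells without tunicamycin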
# S1P4 antag: S1P4 receptor antagonists, primary screen, cell-based | 0.26% of 220,000 active | Sphingosine 1-phosphate receptor 4 (Homo sapiens), O95977 | inhibition, % at 4.98 µM | AID 1510, 2009 | S1P4-expressing cells, antagonist mode, reporter read-out; in the data active means inhibition above about 29%;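 further: 0% = wells stimulated with agonist and 100% = vehicle wells without agonist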
# EP2 modulator: EP2 receptor modulators, cAMP readout, primary screen, cell-based, HTRF cAMP, PGE2 stimulation | induction, % at 25 µM | Prostaglandin E2 receptor EP2 subtype (Homo sapiens), P43116 | EP2-expressing cells, cAMP HTRF FRET, PGE2 co-stimulation | 0.83% of 260,000 active;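 active means compounds whose cAMP rise, as percent of the full-agonist control response, exceeds 60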;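 further: rat C6 glioma line stably carrying human EP2 under a CMV promoter; the protocol text gives 20 µM as final concentration; 100% = response of wells given 1 µM PGE2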
# TRPML3 agonist: human TRPML3 channel agonists, primary screen, cell-based, HEK293 TRPML3-YFP, Fluo-8 calcium fluorescence, 3 µM | 100% = the carbachol control signal | activation, % at 3 µM | 0.29% of 220,000 active | AID 1448, 2008;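 active means activation above its plate's cutoff, the mean activation of the plate's test wells plus 3 SD, cut at about 12% in these data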;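 further: 0% = DMSO only wells and 100% = carbachol wells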
# Target sequence (Q8TDD5 whole entry, looked up): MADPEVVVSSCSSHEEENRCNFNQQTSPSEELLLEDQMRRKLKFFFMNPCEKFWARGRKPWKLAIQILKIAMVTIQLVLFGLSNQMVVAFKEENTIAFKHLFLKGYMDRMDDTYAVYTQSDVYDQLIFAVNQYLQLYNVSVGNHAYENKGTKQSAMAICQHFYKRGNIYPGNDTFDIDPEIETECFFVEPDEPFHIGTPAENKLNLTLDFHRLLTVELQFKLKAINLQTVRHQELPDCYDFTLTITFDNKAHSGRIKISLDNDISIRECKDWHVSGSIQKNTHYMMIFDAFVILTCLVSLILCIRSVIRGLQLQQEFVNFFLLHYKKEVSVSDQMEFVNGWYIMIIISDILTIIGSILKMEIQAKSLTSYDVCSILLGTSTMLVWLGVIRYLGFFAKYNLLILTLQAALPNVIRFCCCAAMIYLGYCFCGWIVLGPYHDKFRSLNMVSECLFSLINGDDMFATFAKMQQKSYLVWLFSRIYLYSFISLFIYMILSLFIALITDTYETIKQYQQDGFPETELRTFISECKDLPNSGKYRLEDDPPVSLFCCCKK
#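 Material: HEK293 cells stably carrying human TRPML3-YFP; compound dosing: single dose, 3 µM final nominal compound, 0.3% DMSO final; incubation: 1-h 37 °C dye load, 5-s basal, 120-s post-compound reads; technique: Fluo-8 intracellular calcium fluorescence, excitation 470-495 nm, emission 515-575 nm; read-out basis: percent activation from peak-to-basal fluorescence ratio, scaled between DMSO and carbachol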
# NPY1 pot ag: NPY-Y1 receptor potentiators or agonists, primary screen, cell-based; AID 1304, 2008; NPY-Y1 expressing cells, potentiator/agonist activation; Neuropeptide Y receptor type 1 (Homo sapiens), P25929; activation, % at 3.6 µM; 0.37% of 220,000 active; in the data active means activation above about 33%, passing the limit was not always enough;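 further: cells stimulated with NPY at EC10 then isoproterenol at EC100; 0% = low agonist plus stimulus and 100% = saturating agonist plus stimulus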
# NPY2 pot ag: NPY-Y2 potentiators or agonists, primary screen, cell-based. 0.45% of 220,000 active. cells expressing NPY-Y2, potentiator/agonist read-out. activation, % at 3.6 µM; in the data active means activation above about 27%;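 further: cells stimulated with NPY near EC25 plus isoproterenol at EC100; 0% = vehicle plus submaximal agonist and 100% = vehicle plus saturating agonist; some results beyond the cut were filed as inactive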
# Target sequence (P49146 whole entry, looked up): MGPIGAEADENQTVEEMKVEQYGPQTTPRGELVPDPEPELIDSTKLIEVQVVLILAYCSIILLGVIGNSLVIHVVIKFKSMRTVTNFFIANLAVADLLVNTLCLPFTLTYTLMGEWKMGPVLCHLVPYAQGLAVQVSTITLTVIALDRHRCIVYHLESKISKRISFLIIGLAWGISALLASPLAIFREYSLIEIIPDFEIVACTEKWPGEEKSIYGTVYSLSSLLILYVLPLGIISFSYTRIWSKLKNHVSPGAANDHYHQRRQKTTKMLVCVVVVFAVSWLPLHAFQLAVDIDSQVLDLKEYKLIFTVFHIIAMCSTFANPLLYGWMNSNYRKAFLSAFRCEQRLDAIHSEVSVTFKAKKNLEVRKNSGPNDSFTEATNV
# TRPN1 ag: zebrafish TRPN1 channel agonists, primary screen, cell-based, HEK293, calcium fluorescence; transient receptor potential cation channel N1 (TRPN1/NompC), Danio rerio; HEK293 zebrafish TRPN1-YFP, Fluo-8 calcium fluorescence; 100% = response to 87 µM carbachol; activation, % at 3 µM; 0.18% of 220,000 active; AID 1424, 2008;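 active means activation above its plate's cutoff, the mean activation of test wells on that plate plus 3 SD, cut at about 19% in these data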;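 further: 0% = DMSO alone and 100% = 87 µM carbachol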
#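 Material: zebrafish TRPN1-YFP in HEK293 cells; Doses: single test compound dose, 3 µM nominal, 0.3% DMSO; Timing: dye loading 1 h at 37 °C, then 30 min room temperature; Technique: intracellular calcium fluorescence with Fluo-8; Benchmarks: high carbachol 87 µM, low DMSO alone.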
# NPY-Y1 antag: NPY-Y1 receptor antagonists, primary screen, cell-based; HEK293-CNG Y1 cells, membrane potential fluorescence; NPY at EC95, then isoproterenol; Neuropeptide Y receptor type 1 (Homo sapiens), P25929; 1% of 200,000 active; AID 1040, 2008; inhibition, % at 3.6 µM;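 active means inhibition above the campaign mean inhibition of all tested compounds plus 3 SD, cut at about 20% in these data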;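 further: 0% = DMSO wells given NPY plus isoproterenol and 100% = isoproterenol alone without NPY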
#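 material = HEK293 cells with Y1 receptor plus CNG channel | also added = NPY 25 nM then isoproterenol 1 µM plus Ro 20-1724 25 µM | schedule = dye 3 h, compound 60 min room temperature, stimulation 45 min | measured by = membrane potential fluorescence | benchmarks = high control isoproterenol alone, low control NPY with isoproterenol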
# * = called active by the depositor; x = no result given; & = joins results of further samples.
SMILES,S1P4 ag,CHOP inhibitor,S1P4 antag,EP2 modulator,TRPML3 agonist,NPY1 pot ag,NPY2 pot ag,TRPN1 ag,NPY-Y1 antag
C=CCNC(=O)CSc1ccc(Cl)cc1,0.9,-24,-10,30,0.9,-4,2,0.6,5
Cc1cccn2cc(-c3cc4ccccc4oc3=O)nc12,3.5,66,-4,1,0.5,13,4,1.3,-4
COc1cc(NC(C)=O)ccc1-c1cc2ccccc2oc1=O,-1.5,4,-1,-54,0.7,2,7,1.6,-2
Nc1nc(N)nc(-c2ccccc2)n1,-0.8,6,-2,-11,0.4,-7,-4,-0.7,-3
Cc1c(-c2nc(N)nc(Nc3ccc(F)cc3)n2)oc2ccccc12,-1.0,106*,6,-6,1.0,-4,9,-0.8,5
CCNC(=S)Nc1ccc(OC(F)(F)F)cc1,0.1,3,22,3,1.5,5,8,3.7,-5
CCc1ccc(N2CC(C(=O)Nc3ccc(C)c(S(=O)(=O)N4CCOCC4)c3)CC2=O)cc1 (stereo not given),-0.1,38,6,-13,-0.4,16,0,-1.3,-5
O=C(Nc1ccc(N2CCN(C(=O)c3ccco3)CC2)cc1)c1ccco1,0.2,2,-25,-11,0.4,-2,2,-0.3,-2
COc1cc(OC)c(-c2nc3cnccc3n2C)cc1OC,1.9,1,8,-1,-0.2,7,-2,1.0,7
C=CCSc1nnc(CNC(=O)c2ccccc2C)n1C(C)C,1.4,11,-12,8,-0.1,1,-9,0.2,-6
O=C(O)/C(=C\c1cccs1)c1ccc(F)cc1,-2.6,-3,-5,10,-0.5,9,15,-1.3,0
Nc1nc(Cl)cc(-c2ccccc2)n1,0.2,-23,-11,-27,0.1,-8,15,-1.4,-4
O=C(C1=NNCC1c1ccccc1)C1CO1 (stereo not given),-0.4,-34,-8,18,0.2,3,3,-1.3,4
CCOCCCNC(=O)c1ccc2c(c1)OCO2,-0.6,-33,3,-5,0.7,-4,16,-0.2,1
Cc1c(NC(=O)CSc2cccc3cccnc23)c(=O)n(-c2ccccc2)n1C,-0.5,-44,10,19,0.4,-11,-13,0.6,6
C=CCN1C(=O)/C(=C\c2ccc(Oc3nc(N4CCOCC4)nc(N4CCOCC4)n3)c(OC)c2)SC1=S,-0.1,-8,-11,28,1.1,-5,5,0.5,1
CCOC(=O)N1CCN(c2cc(C)c([N+](=O)[O-])cc2F)CC1,3.2,44,-1,-40,1.1,9,-9,3.5,5
S=C(Nc1ccccc1)NC1CCN(Cc2ccccc2)CC1,0.0,32,-8,-27,2.0,6,1,2.1,1
COc1cccc(C(=O)NC(=S)Nc2ccc(N3CCCC3)cc2)c1,0.7,-15,-22,-14,1.6,-12,-1,1.4,5
S=C(Nc1ccccc1Oc1ccccc1)NC1CCCC1,-2.8,9,3,-7,-1.4,-5,-5,-3.6,3
Cc1ccccc1NC(=S)N(Cc1ccccn1)Cc1ccccc1Cl,2.5,24,2,46,0.2,3,-7,-2.4,2
c1nc(N2CCN(Cc3ccc4c(c3)OCO4)CC2)c2[nH]cnc2n1,0.3,16,1,-18,1.4,57*,101*,1.9,4
CC1CN(Cc2cc(=O)n3ccsc3n2)CC(C)O1 (stereo not given),0.8,1,-7,16,0.4,20,-8,-0.8,2
COc1ccc(C2(C(=O)Nc3nncs3)CCCC2)cc1,1.9,9,-3,4,0.0,-21,4,2.4,-2
Cc1nonc1CC(=O)N1CCCC(C(=O)c2ccc(Cl)cc2)C1 (stereo not given),-0.4,25,-10,-15,0.3,-14,-17,-0.9,2
Cc1ccc2[nH]c(=O)c(C(c3nnnn3CC3CCCO3)N3CCc4ccccc4C3)cc2c1 (stereo not given),0.8,24,20,1,-0.1,-13,-2,0.8,3
COc1ccc(C(=O)N2CCOCC2)cc1S(=O)(=O)N1CCCc2ccccc21,1.4,-9,-22,-44,1.3,8,-2,1.8,2
Cc1[nH]nc2c1C(c1ccc(F)cc1)C(C#N)=C(N)O2 (stereo not given),-0.7,-6,10,-24,0.5,4,1,1.7,-4
CC(C)OCCCNC(=O)c1c(N)n(/N=C/c2ccccn2)c2nc3ccccc3nc12,-0.8,31,-7,1,0.5,-13,-15,0.6,8
Cc1ccc(C)c(OCCn2cc(/C=C(\C#N)C(=O)NCc3ccco3)c3ccccc32)c1,-0.1,41,-17,9,0.0,-4,4,-1.0,1
Cc1cc(C)nc(NC(=O)c2cccs2)n1,2.3,-8,-21,0&-4,1.0,31,8,2.2,x
NC(=O)C1=C[C@@H](c2ccc(Br)cc2)C[C@@H](OCc2ccc(CO)cc2)O1,0.3,16,-6,-36,1.0,-10,-2,-1.0,0
CN(C)CCCNC(=O)CCC1CCCCC1,-0.4,17,-2,10,0.4,-14,-5,-0.3,2
COc1ccc(N2C3=C(CC4=C2CC(C)(C)CC4=O)C(=O)CC(C)(C)C3)cc1,-0.8,4,6,-10,1.2,-23,9,0.0,1
S=C(Nc1cccc(Cl)c1)Nc1ccccc1Oc1ccccc1,-0.9,74*,28,19,-0.8,-26,-29,-0.3,0
O=C(c1ccc(Cl)s1)N1CCN(c2ccccc2)CC1,1.6,-3,-14,-2,0.2,-11,2,-0.2,9
Cc1ccc(S(=O)(=O)NCC(=O)N(CCc2ccccc2)CC(=O)NCc2ccco2)cc1,1.1,18,-19,33,-0.5,31,1,-1.4,-2
CCCC(C)NC(=O)Cc1ccccc1[N+](=O)[O-] (stereo not given),0.8,-10,-19,21,0.3,-35,-13,0.0,-4
CC(=O)Nc1ccc(S(=O)(=O)N=S(C)C)cc1,1.0&-1.6,2&3,-1&-16,-14&-30&27,0.6&0.2,-9&-20,-12&-8,-0.5&0.7,0
CCOC(=O)c1ccccc1NC(=O)c1ccc(F)cc1,0.6,59,-2,41,0.2,-9,-22,-1.3,10
CC(C)CCNC(=O)NC(=O)COC(=O)CNC(=O)C1CCCCC1,1.8,-2,7,37,1.0,-13,-8,1.6,0
Cn1c(Cn2nnc3ccccc32)nnc1SCC(=O)N1CCc2ccccc21,0.8,-1,-15,0,0.0,1,11,1.1,-2
CCOc1ccc(NC(=O)NNC(=O)C2CCC(C(C)(C)C)CC2)cc1 (stereo not given),0.8,63,-1,3,0.2,-7,-14,0.9,0
O=C(O)c1cc(-c2ccccc2)n(-c2ccc(Cl)cc2)n1,1.9,6,-6,20,0.8,-19,-3,0.5,3
CCc1ccc(C(=O)NNC(=O)OC)cc1,0.2,18,-7,23,0.1,0,4,0.5,4
Cc1[nH]c2ccccc2c1/C=N/NC(=O)c1cc(C(C)(C)C)[nH]n1,-0.8,-10,-2,-114,0.2,4,-2,0.6,x
CCOC(=O)c1cc2c(=O)n3ccccc3nc2n(CC(C)C)c1=NC(=O)c1c(-c2c(F)cccc2Cl)noc1C,-1.0,19,-11,29,1.5,13,6,-0.9,0
CCCCCn1c(=O)c(C(=O)c2ccccc2)nc2ccccc21,0.1,32,-19,34,-1.7,-25,-14,-3.0,12
CN(CCC1CCCCO1)Cc1cn(C)nc1-c1ccc2c(c1)OCCO2 (stereo not given),-1.3,-19,-2,13,0.2,-3,16,0.4,3
COc1ccc(C2C3=C(CC(C)(C)CC3=O)OC(N)=C2[N+](=O)[O-])cc1 (stereo not given),0.4,30,0,21,0.5,5,-8,-0.8,-1
Cc1n[nH]c(C)c1N1C(=O)c2cccc3cc(Br)cc(c23)C1=O,-2.1,18,2,17,-1.1,14,20,-2.0,-4
Cc1c(C(=O)NCc2ccccc2)oc2c1C(=O)CCC2,-0.6,4,-13,9,0.5,-10,-10,-0.1,1
NC(=O)Cc1nc(-c2ccc(F)cc2)cs1,0.5,1,-10,-4,0.0,-8,0,-0.8,x
Cc1ccnc(SCc2cc(=O)c(OC(=O)c3ccc(Br)o3)co2)n1,1.0,42,1,23,0.6,-23,-19,0.1,3
O=C(CCS(=O)(=O)Cc1ccccc1)N1CCN(c2ccccc2)CC1,-0.9,-26,1,1,0.1,-27,-2,-0.9,3
COc1ccc(/C=C/C(=O)OC(C)CN2CCOCC2)cc1 (stereo not given),0.2,5,-12,-28,0.9,-12,17,0.7,-3
Cc1oc(CSCC2CCCO2)cc1C(=O)O (stereo not given),-4.3,11,-6,47,0.6,-20,9,1.3,3
O=C(NCc1ccc(F)cc1)C1CCN(C(=O)NCc2ccccc2)CC1,-3.2,5,7,29,0.8,13,3,1.5,-1
O=C(Nc1cccc(S(=O)(=O)NC2=NCCCCC2)c1)c1cc(-c2ccc(Cl)cc2)nc2ccccc12,3.8,41,11,15,0.6,-15,-8,0.6,4
S=c1sc2c(N3CCN(Cc4ccccc4)CC3)ncnc2n1-c1ccccc1,-0.3,22,-9,0,-0.1,-23,-3,0.4,0

# Compound profiles, as listed above.
# `CCOC(=O)c1cc2c(=O)n3ccccc3nc2n(CC(C)C)c1=NC(=O)c1c(-c2c(F)cccc2Cl)noc1C` in the list: S1P4 ag = -1.0; CHOP inhibitor = 19; S1P4 antag = -11; EP2 modulator = 29; TRPML3 agonist = 1.5; NPY1 pot ag = 13; NPY2 pot ag = 6; TRPN1 ag = -0.9; NPY-Y1 antag = 0
# `O=C(O)c1cc(-c2ccccc2)n(-c2ccc(Cl)cc2)n1` in the list: S1P4 ag = 1.9; CHOP inhibitor = 6; S1P4 antag = -6; EP2 modulator = 20; TRPML3 agonist = 0.8; NPY1 pot ag = -19; NPY2 pot ag = -3; TRPN1 ag = 0.5; NPY-Y1 antag = 3

# The list continues:
SMILES,S1P4 ag,CHOP inhibitor,S1P4 antag,EP2 modulator,TRPML3 agonist,NPY1 pot ag,NPY2 pot ag,TRPN1 ag,NPY-Y1 antag
COc1cccc(/C=N\NC(=O)c2cc(OCC(F)(F)F)ccc2OCC(F)(F)F)c1,1.1,41,-8,10,-0.2,-20,-26,-1.5,3
O=C(c1cc2nc(-c3ccco3)cc(C(F)(F)F)n2n1)N1CCN(Cc2ccccc2)CC1,-1.0,57,-6,0&11,0.4,-6,7,0.5,14
CCOC(=O)c1c(C)[nH]c(C(=O)OCC(=O)NC(C)(C)C)c1C,-0.6,0,-8,-36,0.7,-1,19,-0.1,-5
O=C(Nc1ccc(F)cc1F)c1csc(-c2ccncc2)n1,-1.9,6,-28,-39,-0.5,-1,-8,-0.7,-1
Cc1cc(NC(=O)c2ccc(NC(=O)C(C)Oc3ccccc3)cc2)no1 (stereo not given),-0.2,4,-11,3,1.2,23,3,3.1,-1
CSCC(C)N1CCC(CO)(CCCc2ccccc2)CC1 (stereo not given),-0.4,-6,3,-52,0.9,2,-6,-1.0,8
CCOC(=O)c1cn(-c2ccc(F)c(F)c2F)c2c(F)c(F)c(F)cc2c1=O,-0.3,49,0,14,-0.8,-7,-7,-0.1,-2
